Pol kappa inh: blocks human DNA polymerase kappa activity. Q9UBT6. 400,000 compounds, 0.53% hits. Potency, µM (titrated, usually from 107 µM), for the others: top-dose activity, negative = inhibition, hits mostly inhibitors. purified Pol kappa, fluorescent DNA synthesis assay, 10 min; further: potency means the concentration at half of the fitted maximal effect; on the % scale 0 is the no-effect control and ±100 the full control effect
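Kinetic fluorescence readout at 0 and 10 min followed reaction start with substrate at 50 nM final. Beforehand, enzyme (10 nM Pol kappa) stood 15 min with compound at room temperature; buffer-only wells were negative controls.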
Apoferritin bind: candidate novel general anesthetic via apoferritin binding; P02791; apoferritin/1-aminoanthracene competitive binding, fluorescence; Potency, µM (highest dose often 77.5 µM), for inactives: top-dose activity change, negative = displacement, usual class: inhibitors; 350,000 compounds, 0.074% hits; AID 485281; further: potency means the concentration at half of the fitted maximal effect; on the % scale 0 is the no-effect control and ±100 the full control effect; nearly all actives have a fitted effect of over 20% in size
Target sequence (P02791 2-175 limits assumed): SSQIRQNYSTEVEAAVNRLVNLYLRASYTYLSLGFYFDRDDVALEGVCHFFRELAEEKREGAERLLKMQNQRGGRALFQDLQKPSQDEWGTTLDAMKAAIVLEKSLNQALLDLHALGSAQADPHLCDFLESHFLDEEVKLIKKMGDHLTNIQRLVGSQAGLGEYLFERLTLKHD
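Horse-spleen apoferritin (10 uM) in 50% saturated 1-aminoanthracene in PBS was incubated 10 min at room temperature with compound. Fluorescence (ex 380, em 535 nm) was normalized to free and bound 1-AMA, with concentration-response fitted by a four-parameter Hill equation.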
APEX1 inh: APE1 (human) endonuclease inhibition; P27695; recombinant APE1, TAMRA/BHQ-2 abasic DNA cleavage fluorescence; Potency, µM (top dose mostly 65.8 µM), for the others: top-dose activity change, negative = inhibition, most hits filed as inhibitors; 350,000 compounds, 0.35% hits; AID 2517;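 further: potency means the concentration at half of the fitted maximal effect; plate controls were vehicle for no effect and reference inhibitor for full effect; nearly all actives have a fitted effect of over 55% in size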
Target sequence (P27695 whole entry, looked up): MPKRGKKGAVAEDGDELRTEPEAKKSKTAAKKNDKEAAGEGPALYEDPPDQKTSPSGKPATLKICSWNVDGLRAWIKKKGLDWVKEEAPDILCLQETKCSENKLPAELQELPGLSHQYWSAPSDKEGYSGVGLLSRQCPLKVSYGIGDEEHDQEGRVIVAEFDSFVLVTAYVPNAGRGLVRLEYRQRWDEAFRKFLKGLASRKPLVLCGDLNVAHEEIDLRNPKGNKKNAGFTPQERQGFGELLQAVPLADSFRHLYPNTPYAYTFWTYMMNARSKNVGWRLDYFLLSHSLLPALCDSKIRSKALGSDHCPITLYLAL
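0.75 nM APE1 + cpd, 15 min RT; start w/ 50 nM TAMRA/BHQ-2 THF-abasic dsDNA; kinetic fluor 525/598 nm ×3 reads @60 s; Δ(read3−read1); normalized to DMSO and NSC13755 control wells.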
BLM helicase inh: inhibitors of human Bloom syndrome helicase BLM; recombinant BLM DNA unwinding, fluorescence dequenching; 350,000 compounds, 0.2% hits; Potency, µM (series often up to 56.1 µM), for inactives: at the top dose activity change, negative = inhibition, hits mostly inhibitors; P54132;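 further: potency means the concentration at half of the fitted maximal effect; plate controls were vehicle for no effect and no enzyme for full effect; nearly all actives have a fitted effect of over 35% in size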
ALOX12 inh: inhibitors of human 12S-lipoxygenase ALOX12; P18054; purified 12hLO, xylenol orange hydroperoxide absorbance; Potency, µM (top dose mostly 108 µM), for inactives: at the highest dose activity change, negative = inhibition, actives largely listed as inhibitors; 580,000 compounds, 1.1% hits; further: potency means the concentration at half of the fitted maximal effect; on the % scale 0 is the no-effect control and ±100 the full control effect
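Purified human 12hLO (150 nM final) in 25 mM Hepes, 0.01% Triton X-100, pH 7.0 was preincubated 15 min at room temperature with compound. Then 40 uM arachidonic acid was added, 30 min. Hydroperoxide was read by Fe-XO absorbance ratio 573/405 nm.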
TRHR agonist: agonists of human TRH receptor | TRHR cells, calcium flux fluo-8, FDSS agonist mode | activation, % at 2 µM | 360,000 compounds, 0.18% hits | AID 493084; in the data active means activation above about 30%; further: 0% is about no effect
Target sequence (P34981 whole entry, looked up): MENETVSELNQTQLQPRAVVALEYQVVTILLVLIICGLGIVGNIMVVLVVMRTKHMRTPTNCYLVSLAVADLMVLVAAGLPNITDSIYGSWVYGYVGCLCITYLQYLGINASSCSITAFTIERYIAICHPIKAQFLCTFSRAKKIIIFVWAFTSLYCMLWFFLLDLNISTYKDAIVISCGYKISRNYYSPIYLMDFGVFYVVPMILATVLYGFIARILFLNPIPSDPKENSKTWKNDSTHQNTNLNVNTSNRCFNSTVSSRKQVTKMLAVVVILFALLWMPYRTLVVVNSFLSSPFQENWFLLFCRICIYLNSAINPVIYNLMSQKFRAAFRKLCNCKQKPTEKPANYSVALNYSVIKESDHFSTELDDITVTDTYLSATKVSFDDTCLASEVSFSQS
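Steps: seed TRHR cells overnight; add fluo-8 no-wash Ca dye, RT 30 min–1.5 h; record 10 s baseline; pin-transfer compounds; monitor fluorescence 1 cycle/s for the agonist window. Calcium increases flag candidate agonists.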
ERG Ets-DNA blk: inhibitors of human ERG Ets domain-DNA interaction. fluorescence polarization, His-ERG Ets domain / labelled DNA. Potency, µM (doses to about 76.9 µM), inactives show at the top dose FP activity, negative = inhibition, actives largely listed as inhibitors. 370,000 compounds, 0.028% hits. P11308; active means well fitted inhibition curve with a large enough effect in the polarisation, with a control signal flat; inconclusive means small, poorly fitted or top-dose-only effect, or effect the other way, or a change in a side signal; inactive means no such curve, though single readings can be large or run the other way; the % refers to the polarisation;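 further: polarization taken with two DNA probes labelled with fluorescein and Texas red; potency means the concentration at half of the fitted maximal effect; % of control where 0% means no effect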
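His-tagged ERG Ets domain (1 uM in the protein solution; 300mM KCl, 50mM Tris-HCl, 1mM EDTA, 1mM DTT, pH 7.5) received compound, then a probe mix of 5 nM fluorescein-DNA and 100nM Texas-615-DNA. Fluorescence polarization was read for both dyes.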
POLB inh: blocks human DNA polymerase beta activity. AID 485314. P06746. 340,000 compounds, 1.3% hits. Pol beta primer extension/strand displacement, fluorescence kinetic. Potency, µM (highest dose often 114 µM), for inactives: top-dose activity change, negative = inhibition, usual class: inhibitors; further: potency means the concentration at half of the fitted maximal effect; on the % scale 0 is the no-effect control and ±100 the full control effect
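Pol beta (10 nM) and compounds were preincubated 15 min at room temperature, then 50 nM substrate (final) started primer extension/strand displacement. Reads were taken at 0 and 10 min; concentration-response data were fitted to a four-parameter Hill equation.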
Pol iota inh: DNA polymerase iota (human) inhibition. Potency, µM (series often up to 115 µM), without a hit: top-dose activity, negative = inhibition, hits mostly inhibitors. 390,000 compounds, 1% hits. Pol iota fluorescent replication assay, 10 min; further: potency means the concentration at half of the fitted maximal effect
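Fluorescent replication assay read twice, at 0 min and 10 min after adding 50 nM (final) substrate. Enzyme (10 nM) and compounds were first incubated 15 min at room temperature; enzyme-free buffer wells were negative controls.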
Numbers without * were called inactive; ? = inconclusive; / = not tested or not shown; & = joins results of further samples; [ ] = another dose, or the depositor's remark. Unless noted, the call rests on the fitted dose curve; in most records, active means well fitted curve in the direction sought with a large enough effect; inconclusive means small, poorly fitted or top-dose-only effect, or another doubt; inactive means no such curve, though single readings can be large; an effect the other way counts as inactive or inconclusive. Some of the compounds tested; count on the stated rates, not on these rows.

The opening two entries as a preview:
Compound	Pol kappa inh	Apoferritin bind	APEX1 inh	BLM helicase inh	ALOX12 inh	TRHR agonist	ERG Ets-DNA blk	POLB inh	Pol iota inh
Cc1cccc(-c2ncc(CN3CCCC(CO)(Cc4ccccc4C)C3)cn2)c1 (stereo not given)	-12%[60.1 µM]	-11%	-11%	-14%	-15%	2.3	4%	18%	20%
Cc1ccc(CCNC(=O)CCS(=O)(=O)c2cc3c(cc2C)NC(=O)CO3)cc1	-6%&-3%	-12%&59%	4%	-1%&-7%	?	-0.4&-0.3	5%&-1%	?	-8%&51%

The whole of this part (from the top)
Compound	Pol kappa inh	Apoferritin bind	APEX1 inh	BLM helicase inh	ALOX12 inh	TRHR agonist	ERG Ets-DNA blk	POLB inh	Pol iota inh
Cc1cccc(-c2ncc(CN3CCCC(CO)(Cc4ccccc4C)C3)cn2)c1 (stereo not given)	-12%[60.1 µM]	-11%	-11%	-14%	-15%	2.3	4%	18%	20%
Cc1ccc(CCNC(=O)CCS(=O)(=O)c2cc3c(cc2C)NC(=O)CO3)cc1	-6%&-3%	-12%&59%	4%	-1%&-7%	?	-0.4&-0.3	5%&-1%	?	-8%&51%
Cc1ccccc1CC(=O)Nc1cc(C(C)(C)C)on1	-13%	-20%	3%	-3%	5µM*	-0.5	15%	83%	8%
FC(F)(F)c1cc(CO[C@@H]2CCCN[C@@H]2c2ccccc2)cc(C(F)(F)F)c1	-22%	/	-10%	/	-15%	4.6	-8%	/	?
O=C(NCCC(=O)N1CCC2(CC1)NCCc1[nH]cnc12)c1cccc(Cl)c1	-6%	5%	23%	2%	3%	0.7	-6%	17%	32%[activator]
COC(=O)c1sc(NC(=O)CSc2nnnn2-c2cccc(OC)c2)nc1C	-12%	5%	6%	-3%	-13%	-0.4	4%	10%	-8%
CCOc1ncccc1C(=O)N(CC)CC(=O)NCc1ccc(Cl)cc1	-4%	-2%	28%	-4%	0%	0.3	-1%	43%	148%[activator]
COc1cccc(CN2C(=O)c3ccccc3C2C(=O)NCCc2ccccc2)c1 (stereo not given)	0%	-9%	/	-5%	?	-1.8	-3%	-11%	16%
Cc1nc(CCNC(=O)CC2C(=O)NCCN2Cc2ccoc2)nc2c1CCCC2 (stereo not given)	3%[60.1 µM]	-2%	0%	3%	-3%	-0.8	0%	2%	-13%
CCOc1ccc2[nH]c(S(=O)(=O)CC)nc2c1Cl	-1%	-8%	8%	4%	0%[57.4 µM]	-0.2	-1%	22%	17%
O=c1ccc(Oc2nc(N3CCOCC3)nc(N3CCOCC3)n2)n[nH]1	-7%	-5%	-2%	0%	35%[activator]	-0.1	-3%	2%	6%
CC(=O)c1c(N)[nH]c(-c2ccccc2)nc1=S	-17%	-16%	-3%	-5%	/	-0.9	-4%	26%	9%
COc1ccc(-n2c(=O)c(-c3cccs3)nc3cnc(N4CCN(C)CC4)nc32)cc1	-3%[60.1 µM]	/	1%	-1%	?	/	/	/	/
CCOc1ccc(NC(=O)c2sc3nc4c(cc3c2N)CCCCCC4)cc1	11%	46%[activator]	/	-2%	?	-0.7	1%	23%	15%
CCOC(=O)C1(C/C(C)=N/NC(N)=O)CC(C)OC1=O (stereo not given)	7%	-7%	0%	1%	-7%	-1.0	10%	-1%	125%[activator]
O=C1CC(N2CCN(C3CC(=O)N(CCc4ccccc4)C3=O)CC2)C(=O)N1CCc1ccccc1 (stereo not given)	-3%	6%	2%	-1%	3%	0.2	/	2%	16%
Cn1cnnc1SCC(=O)NCCC(c1ccccc1)c1ccccc1	-1%	-12%	-3%	-6%	?	0.2	1%	6%	9%
CCOc1ccccc1N1CCN(C(=O)CCNS(=O)(=O)c2ccccc2F)CC1	1%	/	7%	/	11%	-0.9	11%	/	19%
CCCS(=O)(=O)N1CCCC(C(=O)N2CCOCC2)C1 (stereo not given)	2%	-5%	2%	-6%	11%	0.3	5%	26%	8%
COc1ccc(C(=O)N/C(=C\c2cn(C)c3ccccc23)C(=O)OCC(C)C)cc1	?	3%	12%	0%	-20%	-0.7	-11%	0%	?
CCOc1ccc2nc(Cl)c(C3CC(c4ccc(C)cc4)=NN3C(=O)CCCC(=O)O)cc2c1 (stereo not given)	-22%	1%	/	-11%	-20%	1.4	1%	22µM*	18%
Clc1ncnc2c1oc1ccccc12	3%	-2%	-1%	1%	-12%	0.2	10%	-3%	-8%
COC(=O)CCC(=O)Nc1ccc(N=Nc2ccccc2)cc1	-13%	-13%	4%	-8%	?	0.0	-2%	14%	38%
CCOCCCNC(=O)C1CCN(c2cc(C)nc3c(-c4ccc(OC)c(OC)c4)c(C)nn23)CC1	-1%	0%	10%	-6%	0%	-0.6	-7%	22%	14%
CCCNC(=O)CSc1nnc(-c2ccco2)n1C	-11%	-12%	8%	-1%	-13%	0.1	-9%	32%	2%
COCc1cc([C@@H]2C[C@H]3CN(c4ccccc4)C(=O)[C@]34CCCN24)ccc1OC	-12%	-7%	-1%	-3%	-12%	-0.2	2%	1%	?
Cc1cc(Cl)ccc1NC(=O)CCN1C(=O)C2CCCCC2C1=O (stereo not given)	-5%	/	10%	/	-14%	0.3	-1%	/	31%[activator]
CCOC(=O)Nc1ccc2c(CN3CCN(S(=O)(=O)c4ccccc4)CC3)cc(=O)oc2c1	-16%	-6%	-1%	-2%	0%	-0.5	2%	-14%	?
Cn1c(SCC(=O)c2ccc(F)cc2)nnc1-c1ccccc1N	0%	-17%	-8%	-4%	-10%	-1.1	-2%	58%	-12%[58.9 µM]
O=C(NC1CCCC1)c1ccc2c(c1)N(Cc1ccccc1)CCS2	-17%	0%	-17%	-1%	3%	0.2	-3%	1%	-14%
Cc1cc(C)n(CC(=O)N2CCCC(N3CCN(c4cccc(C(F)(F)F)c4)CC3)C2)n1 (stereo not given)	-7%	-11%	14%	0%	10%	2.0	-5%	-6%	27%
CCOC(=O)c1sc(NC(=O)CSc2nnnn2-c2ccc(C)c(C)c2)nc1C	-15%	-4%	0%	-3%	482%[activator]	0.0	2%	2%	6%
CC(CNC(=O)C1CCCN(S(=O)(=O)N2CCOCC2)C1)c1ccccc1 (stereo not given)	-3%	-2%	-14%	1%	-4%	-0.2	-8%	30%	-10%
COc1ccccc1NS(=O)(=O)c1cc2c(cc1C)NC(=O)CO2	8%	-10%	-4%	0%	32%[activator]	0.0	-4%	0%	12%
Cc1cccc(OCc2nnc(SCC(=O)N(C(C)C)C(C)C)n2Cc2ccco2)c1C	-17%	?	0%	-6%	8%	0.5	-12%	1%	?
Cc1ccc(NC(=O)CN(c2ccccc2)S(=O)(=O)N(C)C)cc1Cl	-5%	1%	/	-7%	-25%	0.2	4%	-9%	-3%
Cc1cc(C=O)c(C)n1-c1ccc2c(c1)OCO2	2%	-11%	3%	1%	?	-0.3	12%	15%	-7%
CCCOc1cc(C)nc(-c2ccccc2O)n1	0%	-13%	-6%	-3%	-8%	-0.1	-9%	7%	11%
O=C(NNc1ccc([N+](=O)[O-])cc1)C1CC1c1ccccc1 (stereo not given)	-16%	0%	10%	2%	?	0.4	2%	30%	8%
COc1ccc(S(=O)(=O)Nc2cccc(S(=O)(=O)N3CCCCCC3)c2)cc1	-7%	-2%	9%	-1%	1%	0.0	4%	20%	-2%
Cc1nc2cc(NC(=O)CCS(=O)(=O)c3ccccc3)ccc2s1	-6%	-1%	-1%	-10%	3%	0.3	1%	-1%	10%
CCOC(=O)N1CCC2(CC1)OC(=O)C(C)=C2C(=O)NCc1ccc(C)cc1	-1%	7%	/	-3%	-17%	-0.3	1%	-1%	1%
CCc1ccc(N2CC(C(=O)NC3=NCCS3)CC2=O)cc1 (stereo not given)	-8%	-21%	0%	-1%	0%	0.3	-11%	0%	89µM*
CC(=O)Nc1nc2cccc([N+](=O)[O-])c2s1	-19%	-3%	?	0%	-40%	-0.1	2%	33%[activator]	30%[activator]
CCCC(=O)N1c2ccccc2C(=C2SC(C(=O)OC)=C(C(=O)OC)S2)C(=S)C1(C)C	-4%	-8%	13%	-9%	22µM*	0.0	-6%	43%	1%
CC(C)OCCCNC(=S)N1CCC(C(=O)c2ccc(Cl)cc2)CC1	2%	?	5%	-16%	0%	-0.7	0%	7%	38%[activator]
O=C(O)c1cc(-c2cccnc2)nn1-c1ccccn1	4%	-17%	-6%	-3%	?	0.6	0%	40%	5%
CN(CCCNC(=O)CSc1cc(=O)n(C)c2ccc(Cl)cc12)Cc1ccccc1	5%	-10%	-5%	9%	-30%	-0.1	4%	28%	15%
COC(=O)[C@]1(C)N[C@H](CN(C)C(C)=O)[C@@H]2C(=O)N(C)C(=O)[C@@H]21	-6%	/	13%	/	?	/	-1%	/	19%
COC(=O)c1ccc2c(c1)N(Cc1ccccc1F)C(=O)c1ccccc1S2=O (stereo not given)	-13%	-10%	4%	-5%	-7%	0.5	-3%	4%	5%
CCOc1ccccc1NC(=S)N1CCCc2ccccc21	2%	-9%	3%	2%	-15%	0.3	0%	-1%	-11%
CC1=C(C(=O)Nc2ccc(Cl)cc2)C(C(C)C)n2nc(SCc3ccc(Cl)cc3)nc2N1 (stereo not given)	-7%	4%	/	-1%	-17%	1.3	2%	3%	-24%
Cc1nc2c3ccccc3nc(NNC(=O)CCC(=O)NC(C)C)n2n1	-4%	5%	2%	1%	-13%	-0.2	0%	1%	15%
Cc1c(NC(=O)C(C)OC(=O)COc2ccc(C#N)cc2)c(=O)n(-c2ccccc2)n1C (stereo not given)	-3%	/	20%	/	-3%	-0.3	5%	/	61%[activator]

Compound activity as filed in PubChem.
